# High-throughput results: PubChem, Fisher Drug Discovery Resource Center
# NPYLR7 ag: agonists of mosquito NPYLR7 receptor, primary screen, cell-based, Aedes aegypti, calcium fluorescence, mosquito biting behavior; HEK293T NPYLR7/Galpha15, GCaMP6s calcium fluorescence; activation, % at 10 µM; Aedes aegypti neuropeptide Y-like receptor 7 (NPYLR7); 270,000 compounds, 0.15% hits; AID 1259423, 2018; in the data active means activation above about 40%;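 further: 0% = vehicle and 100% = reference agonist at the receptor; some compounds past the cut are filed as inactive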
# mcGAS inh: cyclic GMP-AMP synthase inhibitors, mouse, primary biochemical chemiluminescence; Q8C6L5; inhibition, % at 12.5 µM; 160,000 compounds, 0.15% hits; recombinant cGAS, Kinase-Glo ATP depletion luminescence;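 further: 0% = negative control wells and 100% = reference inhibitor with no enzyme activity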
# hcGAS lum: Primary biochemical luminescence assay for human cyclic GMP-AMP synthase inhibitors. Q8N884. recombinant h-cGAS, ATP depletion, Kinase-Glo luminescence. inhibition, % at 12.5 µM. 290,000 compounds, 0.081% hits;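 further: 0% = vehicle reaction and 100% = reaction without DNA for no activity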
# Target sequence (Q8N884 whole entry, looked up): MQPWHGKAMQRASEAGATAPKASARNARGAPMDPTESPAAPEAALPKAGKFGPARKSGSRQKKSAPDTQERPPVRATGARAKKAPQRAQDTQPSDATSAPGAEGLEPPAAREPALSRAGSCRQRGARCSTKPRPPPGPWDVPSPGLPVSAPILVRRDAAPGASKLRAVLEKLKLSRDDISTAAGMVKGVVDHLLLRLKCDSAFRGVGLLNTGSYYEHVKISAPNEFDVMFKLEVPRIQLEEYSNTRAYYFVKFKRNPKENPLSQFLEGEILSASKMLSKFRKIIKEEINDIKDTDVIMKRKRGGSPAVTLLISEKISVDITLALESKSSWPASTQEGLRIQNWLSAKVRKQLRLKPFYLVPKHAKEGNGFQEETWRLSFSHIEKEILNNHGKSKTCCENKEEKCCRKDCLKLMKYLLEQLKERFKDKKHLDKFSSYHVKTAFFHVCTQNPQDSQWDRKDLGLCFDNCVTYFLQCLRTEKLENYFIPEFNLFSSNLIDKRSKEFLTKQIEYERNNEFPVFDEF
# The depositor's hits bear a star; . = not tested or not shown; & = joins results of further samples. Unless noted, no stated cut-off is given here; in the data, active means inhibition above about 40%; inactive means the rest.
Structure,mcGAS inh,hcGAS lum,NPYLR7 ag
Cc1nc2n(c(=O)c1CCN1CCC(c3noc4cc(F)ccc34)CC1)CCC[C@H]2O,.,-4,-2
O=C(CSc1nnc(-c2ccc(Cl)cc2)n1-c1ccccc1)N/N=C\c1cccs1,0,2,-7
CCc1nc2ccc(C(=O)NCCOc3ccc(OC)cc3)cn2c1N(C)Cc1cccs1,-3,-4,5
CCC(=O)NNC(=O)Cc1nc2sc(C)c(C)c2c(=O)[nH]1,.,6,-4
CN(Cc1ccc2c(c1)OCO2)C(=O)NC1CCC(C)(C)c2ccccc21 (centres undefined),.,-4,3
O=S(=O)(CCCc1nc2ccccc2o1)c1ncn[nH]1,-17,-9,3
COc1ccc(NC(=O)c2cc(=O)c(OC)c[nH]2)cc1OC,.,-6,-3
CCn1c(C)cc(C(=O)COC(=O)c2cc(C)n(C3CC3)c2C)c1C,-3,4,2
COc1ccc(C2(C(=O)NC(C)c3cnn(-c4ccccn4)c3C)CCCC2)cc1 (centres undefined),.,-1,9
COc1ccc(-n2c(SCc3ccccc3F)nnc2-c2ccccc2OC)cc1,-5,-4,1
CCc1ccc(-c2c(-c3ccccc3)ncn2CCN(C)S(C)(=O)=O)o1,-15,-3,7
C=CCNC(=O)C(NC(=O)c1ccc2c(c1)OCO2)C1CCN(S(=O)(=O)c2ccc(OC)cc2)CC1 (centres undefined),-3,-3,1
Cc1ccccc1N1CCN(C2CCCN(C(=O)CCC(F)(F)F)C2)CC1 (centres undefined),-6,-2,-6
c1cc(-c2ccc3c(c2)OCO3)c2cc[nH]c2c1,.,4,-4
CC(C)C(NC(=O)/C=C/c1cn(C)c(=O)n(C)c1=O)c1cccs1 (centres undefined),.,-4,3
CC(C)C(=O)Nc1ccc(S(=O)(=O)NCC(c2ccsc2)N(C)C)cc1 (centres undefined),0,0,-5
Cc1nn(-c2ccccc2)c2c1C(c1ccccc1[N+](=O)[O-])C(C#N)C(=N)O2 (centres undefined),-3,-2,10
CCCOc1ccc(/C=C/C(=O)NCCn2cnnc2C(C)C)cc1,-12,-3,0
O=C1Nc2ccccc2C(O)(C(=O)N2CCOCC2)N1c1cccc(C(F)(F)F)c1 (centres undefined),.,-8,-7
COCCC(=O)Nc1cc(C(=O)N2CCOc3ccccc3C2)cc2nc(-c3ccccc3)n(C)c12,-12,-9,15

# Looked up above:
# Value of COc1ccc(NC(=O)c2cc(=O)c(OC)c[nH]2)cc1OC under hcGAS lum: -6
# Value of O=C(CSc1nnc(-c2ccc(Cl)cc2)n1-c1ccccc1)N/N=C\c1cccs1 under hcGAS lum: 2
# Value of COc1ccc(C2(C(=O)NC(C)c3cnn(-c4ccccn4)c3C)CCCC2)cc1 (centres undefined) under hcGAS lum: -1

# New compounds follow.
Structure,mcGAS inh,hcGAS lum,NPYLR7 ag
Cc1ccc(-c2cc3c(=O)n(Cc4nc(-c5ccccc5)oc4C)ccn3n2)cc1C,-9,-6,-1
O=C1C2C3C=CC(C3)C2C(=O)N1c1ccc(Cl)cc1 (centres undefined),.,2,5
Cc1ccc(NC2CCCN(C(=O)c3cn(C)c4ccccc4c3=O)C2)cc1C (centres undefined),.,-4,5
CCN1C(=O)N(CC)C2C1NC(=O)N2C (centres undefined),0,4,-1
CCCCOc1ccc(Br)cc1C(=O)NC,.,8,3
O=C(CN1CCC(C(=O)Nc2ccccc2O)CC1)Nc1ccccc1Br,-8,-5,-1
CCOC(=O)c1cc(-c2ccc(N3CCN(C(=O)CCC(=O)OC)CC3)cc2)n(-c2ccccc2C)n1,-8,-7,5
COc1nc2c(cc1C(=O)N1Cc3cnn(CCO)c3C1)CCC2,.,-3,4
Cc1cccc(N2CCN(Cn3[nH]c(/C=C/c4ccccc4)nc3=S)CC2)c1,.,-4,3
Nc1cc(-c2ccc(Cl)c(Cl)c2)nn1-c1ccc(C(=O)Nc2ccccc2)cc1,-4,-6,-1
CN1CCNC(=O)C12CCN(C(=O)c1ccccc1C(F)(F)F)CC2,.,-2,3
COc1cccc(OCCCOc2ccc(/C=C3\C(=N)N4N=CSC4=NC3=O)cc2)c1,.,-3,0
Cc1ccc(C)c(-c2[nH]ncc2CN(C)Cc2cnn(C)c2C)c1,-14,-8,4
O=C(CSc1ncn[nH]1)N1CCC2(CCNCC2)CC1,.,-7,6
Cc1ccc(C(=O)NCC(=O)Nc2ccc(Cl)cc2)s1,.,-2,1
CCSCC(=O)N1CCC(n2cnc3ccccc32)CC1,-6,-4,-2
Cc1c2c(n(Cc3ccc(F)cc3F)c1C(=O)NCc1cccc(C(F)(F)F)c1)CCCC2,-10,-2,28
N#Cc1cc(C(=O)c2cc(Br)ccc2O)cn(C2CCCC2)c1=O,.,-11,15
COc1cccc(N=C2SC(C(=O)Nc3cccc(Cl)c3)CC(=O)N2C)c1 (centres undefined),-3,-1,2
Cc1nnc(SCCNC(=O)C2CCCN2C(=O)C2CCCCC2)s1 (centres undefined),.,0,10

# By substructure, those above with a CF3 group.
Structure,mcGAS inh,hcGAS lum,NPYLR7 ag
Cc1ccccc1N1CCN(C2CCCN(C(=O)CCC(F)(F)F)C2)CC1 (centres undefined),-6,-2,-6
O=C1Nc2ccccc2C(O)(C(=O)N2CCOCC2)N1c1cccc(C(F)(F)F)c1 (centres undefined),.,-8,-7
CN1CCNC(=O)C12CCN(C(=O)c1ccccc1C(F)(F)F)CC2,.,-2,3
Cc1c2c(n(Cc3ccc(F)cc3F)c1C(=O)NCc1cccc(C(F)(F)F)c1)CCCC2,-10,-2,28

# Continuation:
Structure,mcGAS inh,hcGAS lum,NPYLR7 ag
COC(=O)c1ccc(CN2C(=O)C3(CCC3)ON=C2c2cccc(Cl)c2)o1,.,-4,-2
Cc1cc(NC(=O)CC(C)c2ccccc2)n(C)n1 (centres undefined),.,-16,0
O=C(c1ccc2c(c1)no[n+]2[O-])N1CCO[C@@H]2CCCC[C@H]21,.,-1,5
COc1cc(OC)cc(N2C(=S)N[C@H]3[C@@H](O)[C@H](O)C[C@@H](C(=O)Nc4ccccc4)[C@H]32)c1,-4,-1,15
O=C(CCNCC1=Cc2ccccc2OC1)NC1CCCCC1,.,-7,4
CCNC(=O)N(Cc1cccc(OS(=O)(=O)CC)c1)C(C)CC (centres undefined),-5,-11,7
O=C(c1cccs1)N1CCN(C(=O)c2ccccc2F)CC1,.,-6,1
CCc1nnc(-c2cc3ccccc3n2CC(=O)NCc2ccc(F)cc2)o1,-6,-3,3
CC(C)Oc1ccc(C(O)=C2C(=O)C(=O)N(CCN(C)C)C2c2ccccc2F)cc1 (centres undefined),-6,-2,3
CS(=O)(=O)N1CCCc2cc(C(=O)Nc3ccc(C(N)=O)cc3)ccc21,-8,-11,5
O=C(CSc1nc2c(c(=O)n1Cc1ccccc1)SCC2)NCC1CCCO1 (centres undefined),-6,-5,4
Cc1ccc(-c2csc(=O)n2CC(=O)Nc2ccc(C)cc2C)cc1,.,-8,3
CC(=O)c1c(C)cc(C)c(CSc2ccccn2)c1C,.,-10,7
Cc1cc(C)n(CC2(CNC(=O)c3ccc(=O)n(C)c3)CC2)n1,.,-5,12
CC1=C(C(=O)OC2CCCC2C)C(c2ccc(N(C)C)cc2)NC(=O)N1 (centres undefined),.,-2,3
Nc1c(C(=O)Nc2ccccc2C(F)(F)F)sc2[nH]c(=O)c(C(=O)O)cc12,0,1,-2
CN1CCCC2(CCN(C(=O)OCC(C)(C)C)C2)C1=O (centres undefined),.,-5,12
COc1ccc(CCC(=O)NC2C3CC4CC(C3)CC2C4)cc1 (centres undefined),.,-7,11
Cc1cc(C)n2nc(C(=O)N3CCCC(Nc4ccc(C(C)C)cc4)C3)cc2n1 (centres undefined),.,0,-5
Cc1cccc(NC(=O)C2CC(=O)N(Cc3ccccc3)C(=Nc3ccc(F)cc3)S2)c1 (centres undefined),-5,-3,-7

Structure,mcGAS inh,hcGAS lum,NPYLR7 ag
COc1cc(C)ccc1OCc1nc(C(=O)NCCN2CCOCC2)cs1,-5,-6,6
Cc1nn(-c2ccccc2)c2c1C(c1ccc(Cl)cc1Cl)C(C#N)C(=N)O2 (centres undefined),-5,-6,-3
CC(C)Nc1ncccc1C(=O)Nc1ccc(C(C)(C)C)cc1,0,-1,-2
Cc1ccccc1OCC1=NN2C(=N)/C(=C/c3ccc(Br)o3)C(=O)N=C2S1,.,-2,-1
Fc1ccccc1-c1nnc(SCc2ccc3c(c2)OCO3)n1C1CC1,.,-3,1
COc1ccc(NCc2cccc(F)c2)cc1N1CCOC1=O,.,-14&-1,2&12
CN=C1CC(C)(C)CC(=O)C1=C(O)CCC(=O)NC,.,-1,-1
COc1ccc(CCC(=O)Nc2c(C)nc3ccccn3c2=O)cc1,.,-14,4
COCCN(Cc1ccc(OS(=O)(=O)c2ccc(NC(C)=O)cc2)cc1)C(=O)c1ccccc1F,-6,-4,0
O=C(c1nccs1)c1cccnc1N1C[C@@H]2C3CCC(CC3)[C@@H]2C1,.,-8,12
Nc1ncccc1OCc1nc(CCc2ccccc2)no1,.,-9,4
CN1CCC(C)(C(=O)Nc2cccc(Oc3ccccc3)c2)C1 (centres undefined),.,1,5
CC(C)(C)c1cc(/C=C(\C#N)C(N)=S)cc(C(C)(C)C)c1O,-6,-3,3
CCCCOc1ccc(-c2nc(C=Nc3ccc(F)c(Cl)c3)c(O)o2)cc1,.,-8,-3
COC(=O)c1cc(C=C2N=C(c3cccc(C)c3)OC2=O)oc1C,.,-4,6
CCCC(C)(C)C(=O)N1CCC1(C)C(=O)NS(=O)(=O)c1cccc(OC(F)F)c1 (centres undefined),.,3,13
C=c1oc(C)cc1=C1NN=C(CNC(C)c2ccccc2Cl)O1 (centres undefined),.,-5,10
CN1C(=O)/C(=C2\SC(=S)N(Cc3ccco3)C2=O)c2ccccc21,.,-1,0
CCCCS(=O)(=O)N1CCN(C2c3ccccc3CCc3ccccc32)CC1,2,4,-8
CCCCC(=O)N(C)c1c(CC)nc2c(OCC(=O)N(C)C)cccn12,-4,-6,7

Structure,mcGAS inh,hcGAS lum,NPYLR7 ag
CCCSC1=C(C#N)C2(CCCCC2)C(C#N)C(N)=N1 (centres undefined),.,-7,2
OCc1ccccc1-c1ccc(CN2CCCCC2)cc1,-16,-3,11
Cc1cc(C)c(S(=O)(=O)N2CCC3(CC2)SCCN3C(=O)c2ccc(C(F)(F)F)cc2)c(C)c1,-5,-4,28
O=c1c2nn(Cc3ccccc3F)c(=O)n2ccn1-c1ccc(Br)cc1,-7,-5,6
COc1ccccc1CC(=O)N1CCC(n2cnc3cc(C(F)(F)F)ccc32)CC1,-5,-5,3
Cc1ccc(CNC(=O)c2cc3ccccc3oc2=O)cc1,-7,-6,-1
CCOC(=O)C(C#N)=CNC(C)=O,.,-4,2
O=C(CSc1nnc(CNC(=O)c2ccco2)o1)NC1CCCC1,.,-10,13
CCOCCCNc1c(CC)c(C)c(C#N)c2nc3ccccc3n12,.,6,2
Cc1nc(SCC(=O)c2c(N)n(C3CC3)c(=O)[nH]c2=O)c2c(C)c(C)sc2n1,.,-7,1
Cc1ccsc1C(=O)N1CCC1(C)C(=O)NCc1ccco1 (centres undefined),-6,-7,1
c1ccc2c3c([nH]c2c1)C(C1CCCCC1)N(Cc1ccn[nH]1)CC3 (centres undefined),-15,-3,7
Cc1sc2nc(CSc3nnc(C4CC4)n3C)[nH]c(=O)c2c1C,.,1,-2
O=S(=O)(c1ccc2c(c1)nc(SCc1ccccc1Cl)n2CC1CCCO1)N1CCOCC1 (centres undefined),-7,-4,.
CN(C)c1ccc(/C=N\NC(=O)c2cc3cc(Br)ccc3oc2=O)cc1,-4,-2,-9
CCC(CO)N=Cc1ccc(O)cc1 (centres undefined),-8,-6,-11
Cc1cc(C)c(NC(=O)CN(C)C(=O)c2ccc(S(=O)(=O)N3CCCC(C)C3)cc2)c(C)c1 (centres undefined),-5,3,-4
COCCN(Cc1nc(C(=O)NCc2ccco2)cs1)C(=O)Nc1cccc(Cl)c1,-1,1,-4
COC(=O)CCCCC(=O)N1CCN(c2c(-c3ccc(OC)cc3)cnc3ncnn23)CC1,-6,-5,.
COC(C)c1cccc(-c2ncccc2Cl)c1 (centres undefined),.,-2,14

Structure,mcGAS inh,hcGAS lum,NPYLR7 ag
CCS(=O)(=O)c1ccc(C(=O)N=c2sc3cc(C)cc(C)c3n2C)cc1,0,0,18
O=S(=O)(c1ccc(Cl)s1)N1CCC2(CC1)CCC(O)(CN1CCCC1)CC2,-6,-10,.
CCOc1ccc(-c2ccc(=O)n(CCNC(=O)Nc3ccc(C(F)(F)F)cc3)n2)cc1,-5,-2,3
CCc1ccc(-n2nnc(C(=O)OCc3nc(-c4cccc(OC)c4OC)oc3C)c2C)cc1,-8,-7,-6
O=C(NCCCNC(=O)[C@H]1CCCN1C(=O)COc1ccc(Cl)cc1)c1ccc(F)cc1,-5,-3,0
CCO[C@H]1[C@H](NC(=O)CC)c2ccccc2C12CCN(C(=O)c1cc(OC)nc3ccccc13)CC2,-2,4,-2
COCCNC(=O)c1nn(CCC(C)C)c2c1CN(C(=O)c1ccccc1-c1ccccc1F)CC2,-17,-8,12
Cc1cccc(OC(C)C(=O)NCCCn2nc(-c3ccccc3)ccc2=O)c1C (centres undefined),.,-3,1
COc1cc2c(cc1OC)C(c1cccc(C(F)(F)F)c1)N(C(=O)c1ccc(SC(F)(F)F)cc1)CC2 (centres undefined),-2,-5,10
